TSHR antag: blocks TSH signaling through the human TSH receptor; actives 0.2% (n = 330,000); activity change, negative = inhibition, % at 11.5 µM; TSHR-expressing cells, TSH-stimulated cAMP HTRF, 2 h; active compounds read low; P16473;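 active = activity change below a set negative limit, meaning inhibition stronger than a set level, cut at about -70% in these data; inconclusive = activity change between two set negative limits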; note: % is set by controls: 0 for no effect and ±100 for the full control effect
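Antagonism was scored as loss of TSH-driven cAMP in TSHR cells, stimulated with 4nM TSH (EC80) for 2 hours at 37 deg C and detected by homogeneous HTRF competition immunoassay.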
ELG1 DNA repair: blocks ELG1-dependent DNA repair in HEK293T cells. HEK293T ELG1-luciferase reporter, luminescence, 16 h; DNA damage induced by 5-fluorouridine. Potency, µM (doses to about 46.1 µM), for the others: at the top dose activity change, negative = inhibition, usual class: inhibitors. actives 2.3% (n = 330,000); note: potency is the fitted concentration of half-maximal effect; % is set by controls: 0 for no effect and ±100 for the full control effect; nearly all actives have a fitted effect of over 55% in size
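Cells (2,000 per well) received 5-fluorouridine plus test compound or DMSO and were incubated 16 hr at 37 °C, 5% CO2. Luciferase activity was read by luminescence 30 min after ONE-Glo addition; signal suppression marked inhibition of damage-induced ELG1 function.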
Tb PFK block: T. brucei PFK enzyme inhibition; O15648; T. brucei PFK, ADP-Glo luminescence; Potency, µM (highest dose often 57.5 µM), inactives show at the highest dose activity, negative = inhibition, actives largely listed as inhibitors; actives 0.17% (n = 330,000);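 note: potency is the fitted concentration of half-maximal effect; 0% = uninhibited 1x PFK enzyme wells and -100% = no-enzyme wells; nearly all actives have a fitted effect of over 60% in size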
Target sequence (O15648 whole entry, looked up): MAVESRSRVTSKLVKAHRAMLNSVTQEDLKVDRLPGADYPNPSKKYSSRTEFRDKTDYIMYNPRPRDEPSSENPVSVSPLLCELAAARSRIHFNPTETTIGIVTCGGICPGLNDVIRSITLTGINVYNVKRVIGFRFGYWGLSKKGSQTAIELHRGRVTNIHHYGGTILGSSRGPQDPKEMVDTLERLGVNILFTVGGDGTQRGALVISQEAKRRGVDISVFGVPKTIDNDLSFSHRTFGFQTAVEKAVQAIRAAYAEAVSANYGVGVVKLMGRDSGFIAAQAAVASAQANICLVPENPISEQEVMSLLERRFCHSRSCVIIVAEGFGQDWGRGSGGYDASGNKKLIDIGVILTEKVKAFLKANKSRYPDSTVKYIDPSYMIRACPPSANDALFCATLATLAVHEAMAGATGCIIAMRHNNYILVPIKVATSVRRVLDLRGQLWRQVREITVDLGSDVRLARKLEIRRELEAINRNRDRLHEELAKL
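PFK 1.25 nM, F6P 0.5 mM, ATP 0.1 mM, 0.1 M TEA pH 8.0, 5 mM MgCl2, 0.01% Tween20, 0.1% BSA; 45 min RT. ADP-Glo readout. qHTS titration up to 57 uM; curves fitted, compounds curve-classed.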
TCR act: T cell receptor activation; primary human leukocytes, anti-CD3, IL-2 HTRF, 48 h; Potency, µM (titrated, usually from 9.22 µM), for the others: at the highest dose activation of IL-2 secretion, actives largely listed as activators; 330,000 tested, under 10 active; AID 504894; note: % of control where 0% means no effect
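Human primary leukocytes + a-CD3 beads + cpd, 48 hr; IL-2 in supernatant by HTRF (ex 320nm / em 665nm). No co-stimulatory signal supplied.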
BCR signal inh: chronic active BCR signaling inhibition | ABC-DLBCL IkBa-CBG/CBR reporter, luminescence ratio, 4 h | Potency, µM (titrated, usually from 46.1 µM), without a hit: at the top dose ratio change, negative = lower green/red ratio, usual class: inhibitors | actives 0.05% (n = 340,000); active = well fitted inhibition curve with a large enough effect in the signal ratio, with a control signal flat, not every such curve was filed as active; inconclusive = small, poorly fitted or top-dose-only effect, or effect the other way, or a change in a side signal; the % refers to the signal ratio;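 note: potency is the fitted concentration of half-maximal effect; plate controls were basal doxycycline-induced cells for no effect and cells given 10 µM MG132 for full effect; MG132 reads +100%, hits lower the ratio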
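Doxycycline induced both beetle luciferases in TMD8 lymphoma cells; IKK-driven degradation limits the IkappaBalpha-fused green signal, while red luminescence normalises for cell number and nonspecific effects. Compounds tested up to 46 uM, 4 hrs.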
Eya2 inh: Eya2 (human) phosphatase inhibition | Potency, µM (titrated, usually from 76.9 µM), without a hit: at the highest dose activity, negative = inhibition, usual class: inhibitors | recombinant Eya2, OMFP fluorescence dephosphorylation (OMFP is methylfluorescein phosphate) | actives 0.006% (n = 330,000); note: potency is the fitted concentration of half-maximal effect; % is set by controls: 0 for no effect and ±100 for the full control effect
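Eya2 (0.2 uM) preincubated 10 min at ambient with compound, then OMFP substrate added at 50 uM; 10 min reaction in 50 mM HEPES pH 7.5, 50 mM NaCl, 5 uM MgCl2, 0.05% BSA, 1 mM DTT. Fluorescence read at Ex 485/Em 525 nm.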
PTAP TSG101 blk: blocks PTAP/TSG101 interaction to inhibit HIV-1 budding; Q99816; Fluorescence polarization, FITC-PTAP peptide / Tsg101 binding; Potency, µM (highest dose often 115 µM), for the others: at the top dose activity change, negative = inhibition, hits mostly inhibitors; 340,000 tested, under 10 active; AID 493005; active = well fitted inhibition curve with a large enough effect in the main read-out, with a control signal flat, not every such curve was filed as active; inconclusive = small, poorly fitted or top-dose-only effect, or effect the other way, or a change in a side signal; inactive = no such curve, though single readings can be large or run the other way; note: potency is the fitted concentration of half-maximal effect; % of control where 0% means no effect
Target sequence (Q99816 whole entry, looked up): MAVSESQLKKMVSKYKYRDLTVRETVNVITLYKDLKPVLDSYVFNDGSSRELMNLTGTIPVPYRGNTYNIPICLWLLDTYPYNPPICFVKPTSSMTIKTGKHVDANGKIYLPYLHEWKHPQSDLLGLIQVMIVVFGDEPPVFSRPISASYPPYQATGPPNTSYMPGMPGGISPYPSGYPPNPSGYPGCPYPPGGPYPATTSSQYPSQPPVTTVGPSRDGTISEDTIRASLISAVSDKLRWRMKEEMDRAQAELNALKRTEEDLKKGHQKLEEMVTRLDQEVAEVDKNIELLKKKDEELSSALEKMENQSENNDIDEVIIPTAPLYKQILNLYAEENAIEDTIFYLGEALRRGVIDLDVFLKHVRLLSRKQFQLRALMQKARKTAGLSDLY
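Tsg101 binding domain (10 uM final) was mixed with compound and a FITC-labeled PTAP peptide (50 nM final) in HEPES pH 7.5 buffer with NaCl, Tween 20, EDTA and TCEP; fluorescence polarization was read after 20 min at r.t.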
a7 integrin act: activators of alpha7 integrin expression for muscular dystrophy | Potency, µM (titrated, usually from 38.3 µM), without a hit: top-dose activation, usual class: activators | actives 0.064% (n = 350,000) | alpha7betagal myoblasts, beta-gal FDG fluorescence, 48 h;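 note: potency is the fitted concentration of half-maximal effect; 100% = response of the positive control SU9516; nearly all actives have a fitted effect of over 60% in size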
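Alpha7betagal+/- myoblasts (passage 13) were plated 16-24 hr, then exposed to compounds (1:260 dilution of DMSO stock) for 48 hours at 37C. After MPER lysis, β-galactosidase reporter activity was read as FDG fluorescence (ex 480/em 540) after 30 minutes.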
A-T KAP1 phos: potential ataxia-telangiectasia treatment. […] A-T fibroblasts, KAP-1 phosphorylation AlphaLISA; neocarzinostatin DNA damage 30 min before lysis. Potency, µM (doses to about 57.5 µM), for the others: at the top dose activation, usual class: activators. actives 0.19% (n = 320,000). AID 485349; note: potency is the fitted concentration of half-maximal effect; % of control where 0% means no effect; nearly all actives have a fitted effect of over 45% in size
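hTERT-immortalized A-T patient fibroblasts ([…]), 500 cells/well in OPTI-MEM, 1% FBS, got compounds for 60 min, then NCS for 30 min at 37C. Lysates were then assayed for phospho-KAP-1 by AlphaLISA (anti-pKAP1 donor, anti-KAP1 acceptor beads), 6 hr at 25C.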
S-ASM inh: inhibitors of human secretory acid sphingomyelinase; Potency, µM (top dose mostly 57.5 µM), without a hit: at the top dose activity change, negative = inhibition, usual class: inhibitors; actives 0.006% (n = 340,000); P17405; placental ASM, HMU-PC fluorogenic substrate, 60 min; note: potency is the fitted concentration of half-maximal effect
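Fluorogenic HMU-PC substrate (9 uM final) is turned over by placental ASM in 60 min at 37 C after a 10 min compound preincubation. Reaction ended by alkaline stop (pH 10), with fluorescence read at 386/447 nm.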
Mito fusion yeast: blocks mitochondrial division or promotes mitochondrial fusion. AID 485298. actives 0.23% (n = 320,000). S. cerevisiae fusion-defective mutant growth rescue, CellTiterGlo 48 h. Potency, µM (doses to about 46.1 µM), for inactives: top-dose growth rescue (activation), usual class: activators;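 note: potency is the fitted concentration of half-maximal effect; % of control where 0% means no effect; nearly all actives have a fitted effect of over 45% in size; temperature-sensitive fusion mutants such as fzo1-1 at 37 °C on non-fermentable ethanol glycerol medium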
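Growth-rescue viability read-out: after 48 h at the non-permissive 37C in glycerol/ethanol YPEG, yeast mitochondrial fusion mutants are measured by CellTiterGlo luminescence; compounds (23 nl pinned per well) restoring growth score as division inhibitors or fusion activators.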
* hit, by the source's call; ? = inconclusive; / = not tested or not shown; [ ] = dose if it differs, or a comment. Unless noted, calls come from the whole dose curve; as a rule, active = well fitted curve in the direction sought with a large enough effect; inconclusive = small, poorly fitted or top-dose-only effect, or another doubt; inactive = no such curve, though single readings can be large; an effect the other way counts as inactive or inconclusive.

Structure | TSHR antag | ELG1 DNA repair | Tb PFK block | TCR act | BCR signal inh | Eya2 inh | PTAP TSG101 blk | a7 integrin act | A-T KAP1 phos | S-ASM inh | Mito fusion yeast
COc1ccc(-c2nc(C#N)c(NCc3ccco3)o2)cc1 | -3.5 | ? | -4.3% | 1.4% | -5.6% | -7.6% | -4.1% | 2.6% | 1.5% | -0.2% | -1.1%
Cc1c(OCC(=O)NCCCN2CCOCC2)ccc2c3c(c(=O)oc12)CCCC3 | -4.9 | 15.9% | -0.4% | -8.9% | 7.1% | -8.7% | -4.0% | 9.1% | -1.8% | 3.0% | -4.3%
CCCCC(=O)Nc1ccc(NC(=O)c2ccccc2[N+](=O)[O-])cc1OC | 6.2 | -10.5% | 2.3% | 5.8%[46.1 µM] | ? | 3.0% | -2.2% | -2.8% | -8.2% | -2.1% | -1.0%
Cc1cc(Cl)c2oc(C(=O)NCCN3CCCCC3CO)c(C)c2c1 (centres undefined) | 3.0 | 16.6% | 0.7% | -51.6% | -2.2% | -2.5% | / | -42.7% | -2.2% | -2.4% | -2.6%
CCCCN(C)CCC(=O)Nc1ccc(C)cc1 | 9.7 | 2.6% | -0.2% | 4.6%[46.1 µM] | 0.4% | 1.0% | 3.3% | 27.4% | -4.0% | 5.7% | -4.9%
C/C(CC(=O)Nc1ccccc1Cl)=N\NC(=O)C(=O)NCCO | -5.5 | 8.7% | -4.3% | -2.4% | -12.8% | -0.8% | -0.4% | -0.6% | -4.6% | 1.7% | -4.1%
O=C(CSc1nnc(N2CCCC2)n1-c1ccccc1Cl)N1CCN(c2ccccn2)CC1 | -3.4 | -13.8% | 0.0% | 1.9% | ? | -22.9% | 2.0% | -1.8% | -3.1% | 1.2% | -1.6%
O=C(CCN1C(=O)C2C3CC(C(Br)C3Br)C2C1=O)OCC(=O)c1cccc([N+](=O)[O-])c1 (centres undefined) | -3.5 | ? | 10.6% | 3.4% | ? | 5.0% | -7.3% | 14.7% | 2.6% | -0.9% | -9.2%
COc1ccc(/C=C/C(=O)NCc2cccnc2)cc1 | 2.8 | ? | 1.5% | -1.7%[46.1 µM] | -3.3% | 3.1% | -4.2% | 7.7% | 1.7% | 1.6% | 1.2%
Fc1ccc(Nc2nc(-c3cccnc3)cs2)cc1 | -8.0 | ? | 4.7% | 0.2% | ? | -10.6% | -4.8% | 21.2% | -2.2% | -2.1% | -1.9%
CSc1cccc(NC(=O)COC(=O)C2CCN(S(=O)(=O)c3ccccc3)CC2)c1 | -3.8 | 6.5% | 1.1% | -14.8% | -1.4% | -4.3% | -1.2% | 25.3% | 5.9% | -2.8% | 8.8%
COc1c2ccoc2nc2c(OC)c(O)ccc12 | -9.2 | 17.8% | -4.2% | -0.1% | -19.4% | 7.3% | -0.9% | 24.5% | 5.1% | 3.5% | 4.7%
Cc1cc(=O)[nH]c(SCC(=O)N2CCCCC2)n1 | 8.1 | -2.4% | -2.6% | -7.5% | 1.8% | -0.5% | -10.6% | ? | 6.2% | 3.2% | 2.1%
Cc1c(-n2c(SCC(=O)NC(C)C(C)C)nc3ccccc3c2=O)c(=O)n(-c2ccccc2)n1C (centres undefined) | -5.2 | -14.6% | -3.6% | / | 5.1% | 11.1% | -0.3% | -18.4% | -1.3% | -0.9% | -1.2%
CN(C(=S)NCCN1CCOCC1)C(c1ccccc1)c1ccccc1 | 0.8 | -16.3% | -2.0% | -0.5% | -1.7% | 21.6% | -0.7% | -35.6% | -1.1% | -0.7% | -10.1%
CC1CCCCN1CCCNC(=O)c1cc(Br)c(Br)[nH]1 (centres undefined) | -6.0 | 9.6% | 1.5% | 1.1% | -10.2% | -2.8% | -2.6% | -26.8% | -3.2% | -3.3% | -7.0%
Cc1csc2nc(CCNS(=O)(=O)c3ccc4c(c3)OCCO4)cn12 | -0.3 | -8.2% | 4.1% | -4.2% | -5.2% | -7.3% | 2.2% | 29.1% | 18.3% | -0.1% | 0.0%
O=C(NC1CCSC1=O)c1ccc(Oc2cccc(C(F)(F)F)c2)nc1 (centres undefined) | -3.9 | -0.6% | -1.9% | -4.1% | 4.0% | -14.1% | 0.6% | -21.0% | -6.7% | -4.1% | -1.4%
O=C(CN1C(=O)NC(CCc2ccccc2)C1=O)Nc1ccc(F)c(F)c1F (centres undefined) | -2.8 | -17.2% | 2.7% | -6.9% | -0.6% | 1.2% | -1.0% | -1.8% | 0.4% | -1.1% | /
Cc1ccc(/C=C2/SC(=S)N(CCC(=O)N3CCN(c4ccccc4)CC3)C2=O)cc1 | 14.4 | 11.9% | 2.8% | / | ? | 22.8% | / | / | -6.3% | / | 0.3%
O=C(CSCc1ccc(Cl)cc1)N/N=C/c1ccccc1 | -7.1 | -3.8% | -3.3% | -13.9% | -2.0% | -2.4% | -1.9% | 18.8% | 0.1% | -7.3% | 7.1%
O=C(N/N=C/c1ccccc1O)C1CCCC1 | 3.3 | -29.5% | -3.6% | -2.2% | -4.4% | -4.0% | -8.4% | -33.7% | 0.2% | / | -0.9%
Cc1cc(C(C)(C)C)ccc1OCCN(C)C | -1.5 | -0.2% | -0.3% | -1.9% | 2.4% | 2.8% | -5.3% | 7.4% | -1.2% | 3.1% | 1.5%
CCOC(=O)NC(=O)/C(N=Nc1cccc(C(F)(F)F)c1)=C(\C)O | -15.0 | -19.3% | 1.0% | / | ? | 10.5% | -4.0% | -9.6% | 0.2% | 1.0% | -0.6%
Cc1cccc(NC(=O)c2snc3c(=O)[nH]cnc23)c1 | 9.8 | -1.5% | -3.3% | / | 4.6% | 19.5% | / | / | 3.8% | / | 1.7%
Cc1ccc(S(=O)(=O)N2CCCCC2)cc1NC(=O)COC(=O)c1ccc(O)cc1 | -15.4 | -9.0% | 1.2% | / | 4.0% | -7.9% | 0.4% | -0.4% | 10.4% | 0.5% | 2.0%
COc1ccc(C)cc1NC(=O)CCC(=O)Nc1ccc2nc(N3CCN(C)CC3)cc(C)c2c1 | -3.1 | ? | 0.0% | 3.9% | 11.1% | 2.1% | -6.0% | -23.9% | -4.0% | 172.0%[activator] | -6.9%
O=C1C=C(c2cccc(Br)c2)C[C@@H](c2ccc3c(c2)OCO3)C1 | 3.9 | ? | 1.6% | -7.6% | 1.9% | -5.7% | -10.2% | -13.0% | -16.2% | -2.3% | ?
COc1ccccc1-c1nn(Cc2ccccc2)cc1C(=O)NCC(c1ccco1)N1CCCC1 (centres undefined) | -1.2 | 0.3% | 1.3% | 5.2% | -1.8% | -6.0% | -2.2% | 9.4% | -4.0% | 5.2% | -3.4%
CCCc1nc2sc3c(c2c(=O)n1NC(=O)CCCl)CCCC3 | 10.4 | -7.4% | -3.5% | 0.0% | -10.1% | -2.1% | -6.3% | -51.5%[inhibitor] | / | -1.1% | 6.3%
Cc1cc(C)c(NC(=O)CS(=O)CC(=O)Nc2ccc(F)cc2F)c(C)c1 (centres undefined) | -2.9 | 3.0% | 7.0% | -5.3% | 1.1% | -3.2% | -10.2% | 1.7% | -4.2% | -3.5% | -1.0%
CC(=O)Nc1cccc(NC(=O)CSc2ccc3nnc(CCNC(=O)c4ccccc4)n3n2)c1 | 8.1 | 13.1% | 1.6% | -7.0% | -2.0% | 12.1% | 0.3% | 28.0% | 3.2% | 1.5% | -5.7%
Cc1ccc(S(=O)(=O)N=S(CCO)CCO)cc1 | 2.4 | 8.1% | 5.5% | -2.2%[46.1 µM] | 2.9% | 1.8% | -3.2% | -26.0% | -2.1% | 4.7% | -4.2%
COc1ccc(C(=O)/C=C/C(=O)N(Cc2ccc3c(c2)OCO3)C(C(=O)NC2CCCCC2)c2ccncc2)c(O)c1 (centres undefined) | -0.6 | 7.31µM* | 9.5% | -5.1%[46.1 µM] | ? | -6.3% | -3.0% | -16.9% | 1.0% | 12.9% | 23.9%
